# NR2E3 ag-1 – NR2E3 agonists in two-hybrid cells, primary screen, cell-based, luminescence, CHO-S, Gal4-NCOR/VP16-NR2E3; AID 602229, 2012; inhibition of corepressor binding, % at 3.98 µM; hit rate 0.35% among 360,000; luciferase;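 active = inhibition above the mean of all tested compounds plus 3 SD, cut at about 70% in these data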;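 also: 0% = DMSO with NR2E3 transfected cells and 100% = cells lacking NR2E3 construct; higher means lower luciferase signal from less NR2E3 corepressor binding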
# Target sequence (Q9Y5X4 whole entry, looked up, the tested form may be a part): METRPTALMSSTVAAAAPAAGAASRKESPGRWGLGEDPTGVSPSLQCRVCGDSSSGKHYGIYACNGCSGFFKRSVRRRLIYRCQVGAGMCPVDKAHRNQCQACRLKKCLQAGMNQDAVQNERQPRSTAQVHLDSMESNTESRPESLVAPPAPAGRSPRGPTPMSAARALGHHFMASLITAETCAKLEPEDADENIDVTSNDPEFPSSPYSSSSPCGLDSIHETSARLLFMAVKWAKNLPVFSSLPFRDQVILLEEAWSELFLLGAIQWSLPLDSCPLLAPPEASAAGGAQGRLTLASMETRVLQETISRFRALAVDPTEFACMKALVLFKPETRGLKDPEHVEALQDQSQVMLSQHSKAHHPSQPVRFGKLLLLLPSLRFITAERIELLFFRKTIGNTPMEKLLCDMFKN
# TWEAK Fn14 block – inhibitors of TWEAK-Fn14 signaling, primary screen, luciferase reporter cells, uHTS. hit rate 2% among 360,000. TWEAK-stimulated Fn14 reporter cells, luciferase luminescence, 8 h. AID 1159606, 2016. inhibition, % at 10 µM; in the data active = inhibition above about 50%
# aDG glyco up – activators of alpha-DG glycosylation, primary screen, uHTS, Pro5-aDG cells, AlphaScreen. AID 624168, 2012. hit rate 0.22% among 360,000. activation, % at 10 µM. alpha-DG glycosylation AlphaScreen (IIH6); 0% Pro5, 100% B10-LARGE cell signal;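 active = activation of at least 8% versus controls, or a plate z-score of at least 8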;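 also: Pro5 are CHO cells carrying HIG-tagged alpha-DG that lacks glycosylation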
# CF NFkB inh – inhibitors of PAF-induced NF-kB signaling, primary screen, cell-based, GFP fluorescence, uHTS; KKLEB NF-kB-GFP reporter, GFP fluorescence overnight; inhibition, % at 5 µM; hit rate 0.86% among 360,000; AID 588850, 2011;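 active = at least 50% inhibition at 5 µM, scaled per plate between neutral and stimulator controls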;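 also: PAF is a Pseudomonas aeruginosa culture filtrate used as stimulus; plate controls were PAF-stimulated DMSO wells for no effect and unstimulated DMSO wells for full effect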
# Peg3 prom inh – Peg3 promoter-driven luciferase inhibitors, primary screen, cell-based, HeLa, luciferase luminescence | AID 588405, 2011 | inhibition, % at 20 µM | hit rate 1.7% among 360,000 | HeLa PEG-Prom luciferase reporter, overnight;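 active = inhibition of at least 50% at 20 µM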
# NR2E3 ag-2 – inhibitors of NR2E3-RetCOR corepressor binding, primary screen, NR2E3 agonist project, biochemical, TR-FRET, GST-NR2E3, biotin-RetCOR. Photoreceptor-specific nuclear receptor (Homo sapiens), Q9Y5X4. 1536-well. inhibition of corepressor binding, % at 4.78 µM. hit rate 0.12% among 320,000. AID 2300, 2010;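 active = percent inhibition above the cutoff of mean plus 3 SD of all tested compounds, set per screening campaign, cut at about 20% in these data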;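 also: 0% = DMSO wells and 100% = biotin wells as full block of FRET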
#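 system = GST-tagged NR2E3 plus biotinylated RetCOR corepressor | input = 1.35 nM GST-NR2E3 | also added = 7 nM biotin-RetCOR | schedule = 5 h incubation at 4 °C | measured by = TR-FRET with europium anti-GST and streptavidin-D2, 340 nm excitation | read-out = percent loss of FRET ratio relative to control wells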
# Shn3 3UTR inh – reduction of Shn3 3'UTR firefly luciferase signal, primary screen, Schnurri-3 inhibitor project, cell-based, Clone20 osteoblasts, set 2; hit rate 0.52% among 360,000; AID 588674, 2011; Clone20 osteoblast Shn3 3'UTR firefly luciferase, 24 h; inhibition, % at 12.5 µM;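 active = mean inhibition of at least 75% with every replicate also reaching 75%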;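 also: 0% = median of neutral control wells and 100% = pilot-screen positive control compound; some compounds past the cut are filed as inactive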
# KKLEB tox – cytotoxicity in KKLEB CF airway cells, primary screen, cytotoxicity control for CF NF-kB inhibitor project, cell-based, uHTS, fluorescence assay plates. hit rate 0.36% among 360,000. activity change (cytotoxicity), % at 5 µM. KKLEB CF airway cells viability, ATPlite luminescence, overnight; active compounds read low; cells stimulated with P. aeruginosa culture filtrate;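 active = corrected activity change at or below -50% at 5 µM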
# iPSC survival up – enhancers of single-cell hiPSC survival, primary screen, ATPlite luminescence; hit rate 0.044% among 360,000; 100% = ROCK inhibitor wells, 0% = DMSO; survival enhancement, % at 20 µM; in the data active = survival enhancement above about 18%;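 also: cells exposed to compounds for 16 hours before the ATP read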
# HIF-2a block – HIF-2a reporter inhibitors, primary screen, luminescence, 786-0 RCC cells | 786-0 RCC cells HIF-2a reporter, luciferase luminescence, overnight | inhibition, % at 18.8 µM | hit rate 0.72% among 360,000;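 active = inhibition of the luminescence signal of 40% or more relative to plate controls, in a single-dose primary screen at 18.75 µM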
# TRPM1 prom inh – inhibitors of MITF-dependent TRPM1 promoter reporter, primary screen, cell-based, SK-MEL-5, single point, luciferase; inhibition, % at 12.5 µM; AID 488899, 2010; SK-MEL-5 TRPM1 promoter luciferase, 24 h; hit rate 0.83% among 330,000;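 active = mean inhibition across replicates of 60% or more, whatever share of single replicates reaches that level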; also: values of inactives mirror those of a sister screen read the other way
# Starred values were filed as active, the others as inactive; · = not tested or not shown.
SMILES,NR2E3 ag-1,TWEAK Fn14 block,aDG glyco up,CF NFkB inh,Peg3 prom inh,NR2E3 ag-2,Shn3 3UTR inh,KKLEB tox,iPSC survival up,HIF-2a block,TRPM1 prom inh
CC(C)[C@H](NC(N)=O)C(=O)NNC(=O)COc1cccc(C(F)(F)F)c1,-6,-2,0.0,-6,8,3,5,2,0.7,10,8
CN(c1ccc(C(=O)Nc2ccc3c(c2)n(C)c(=O)n3C)cc1)S(C)(=O)=O,-8,-8,0.0,-20,3,0,-5,23,0.1,5,5
Cc1onc(-c2c(F)cccc2Cl)c1C(=O)NCCc1ccncc1,10,17,-0.5,22,0,3,-3,13,-0.3,7,-4
COc1cc(/C=C2/C(=N)N3C(=NC2=O)SN=C3S(C)(=O)=O)ccc1OS(=O)(=O)c1ccc(C)cc1,-21,-15,-0.2,-3,-7,1,-13,10,1.9,6,2
Cc1ccc(S(=O)(=O)Nc2c(C(=O)O)[nH]c3ccccc23)c(C)c1,-28,-3,0.0,-4,-12,-1,2,1,-0.2,-8,14
Cc1sc(NC(=O)C2CCCO2)c(C(N)=O)c1C (stereo not given),-2,14,-0.3,-8,8,7,2,1,-1.5,-4,-11
CCCCc1c(O)nc(SCC(=O)N2CCCCC2)[nH]c1=O,9,-7,0.2,0,2,5,5,7,0.3,17,-13
CCOC(=O)c1[nH]c2ccc(C(=O)OC)cc2c1C(=O)OCC,-7,13,0.0,-41,17,0,-19,0,-1.3,4,-3
O=C(NNC(=O)C12CC3CC(CC(Br)(C3)C1)C2)c1ccccc1F,-19,13,-0.1,-8,6,·,-5,15,-0.5,14,-1
Cc1cc(C)n2nc(SCC3COc4ccccc4O3)nc2n1 (stereo not given),-69,-44,-0.1,1,-121,1,-74,-9,0.4,-81,-48
N=c1sccn1CC(=O)Nc1cc(Cl)ccc1Oc1ccccc1,8,-34,3.0,-1,3,-1,11,-17,0.6,10,11
O=C(c1cc(-c2ccc(Br)cc2)on1)N1CCc2ccccc2C1,-4,-11,-0.1,4,-23,1,-20,1,-0.2,-74,-21
CC1CCN(c2ccc3nnc(CCC(=O)Nc4cc(F)ccc4F)n3n2)CC1,-17,-6,0.3,17,12,1,-16,-12,-0.5,1,-11
O=C(NC1CCCCCC1)C1CCCN(S(=O)(=O)c2cnc[nH]2)C1 (stereo not given),6,-7,-0.1,-8,-1,0,-3,8,0.4,-7,-17
CC1(C(=O)NS(=O)(=O)c2ccc(C#N)cc2)CCN1C(=O)CC1CCCCC1 (stereo not given),-30,-4,0.0,-2,6,·,7,-6,-0.8,11,·
COc1cc(NC(=O)COc2cc(C)cc3oc(=O)cc(C)c23)cc(OC)c1OC,-1,-5,-0.1,-50,14,·,6,2,2.9,-6,·
C[C@@H]1CN(C2CCN(Cc3nc(CC4CC4)no3)CC2)C[C@H](C)O1,12,-7,-0.1,-8,15,4,-5,5,2.8,15,-8
COc1cc(/C=C/C(=O)OCC(=O)Nc2ccc(Cl)cn2)ccc1O,-25,-1,0.9,19,7,-2,3,-7,1.3,11,-6
CCOC(=O)CC(NC(=O)c1ccco1)c1ccc(OC)cc1 (stereo not given),12,-10,0.2,-12,13,0,7,0,-1.8,14,2
COC(=O)c1c(NC(=O)c2c(OC)cccc2OC)sc2c1C(C(=O)OC)CC2 (stereo not given),-13,-32,0.0,-6,-7,-1,5,6,0.3,-5,-11
CCN(CC(=O)Nc1cc(Cl)ccc1C)C(=O)c1nc2nc(C)cc(C)n2n1,4,6,-0.3,-1,22,4,-15,-11,-0.5,4,-2
COCCCN1C(=O)C(CC(=O)NCCc2ccccn2)CC(C(=O)N2CCOCC2)=C1C (stereo not given),25,-6,2.1,9,-15,·,9,0,-1.0,3,·
COc1ccc(/C=N/NC(=O)c2cccs2)c2ccccc12,-55,-57,0.1,-16,-191,-2,-42,0,-0.4,-284,-74
CCCCN(C(=O)CSc1c(C)c(C)cc(C)c1C)c1c(N)n(CCC)c(=O)[nH]c1=O,-11,13,0.2,2,9,1,8,-15,-0.1,13,5
CCOc1ccc(NC(=O)c2ccc3c(c2)S(=O)(=O)N=C2CCCCCN23)cc1,4,-22,-0.1,-10,11,·,1,-5,-0.7,11,·
CC(NC(=O)c1ccc(F)cc1)C(c1cccs1)N1CCN(C)CC1 (stereo not given),-11,-11,0.3,8,4,4,-11,-7,-2.4,10,12
O=C(NCc1ccc2c(c1)OCO2)C1CCC(CNS(=O)(=O)c2ccccc2)CC1 (stereo not given),9,4,0.1,0,12,1,29,-5,-1.3,5,1
Cc1ccc(C)c(C(=O)COC(=O)CCCC(=O)Nc2cc(C(F)(F)F)ccc2Cl)c1,-25,1,0.1,9,2,0,16,5,2.6,6,-17
CC(C)NC(=O)N(C)C[C@@H]1OCc2cnnn2CCCC(=O)N([C@H](C)CO)C[C@H]1C,-23,-7,0.0,-7,-29,·,-11,2,-2.4,4,·
Cc1cccc(N2CCN(C(=O)Cc3ccc(-n4c(=O)[nH]c5ccsc5c4=O)cc3)CC2)c1C,14,3,0.4,3,-10,0,12,8,2.5,8,-12
CN(Cc1ccccc1F)C(=O)c1ccc2c(=O)n3c(nc2c1)CCC3,2,-8,-0.1,-10,0,-4,-7,12,0.3,-13,6
O=C1c2cccnc2C(=O)N1CNc1ccc(Cl)cc1,-8,-15,-0.5,-19,7,3,12,-5,-0.5,0,22
Cn1c(N)c(C(=O)CSc2nc(N)cc(N)n2)c(=O)n(C)c1=O,-22,0,-0.3,-13,3,-1,-7,16,0.0,15,-10
CCCc1cc2c(=O)c(-c3ccccn3)coc2cc1OC,-133,-3,0.1,-31,-271,-3,-127,5,-0.3,-273,-114
COc1ccc2cc(-c3cc(C(=O)OCC(=O)NC4CCS(=O)(=O)C4)c4ccccc4n3)ccc2c1 (stereo not given),-130,0,0.1,-34,-143,3,-41,-22,-3.6,-141,-9
CC(C)(C)c1ccc(-c2nc3[nH]c(=O)cc(NC(=O)c4ccco4)n3n2)cc1,0,-35,-0.7,17,-280,-2,-42,-17,-0.7,-213,-42
COc1cccc(OC)c1C(=O)NC(=O)NNc1cc(C(F)(F)F)cc(C)n1,-21,-5,0.1,11,7,2,-34,-1,-0.2,2,7
Cc1c(C(c2ccc([N+](=O)[O-])cc2)c2c(C)n(C)n(-c3ccccc3)c2=O)c(=O)n(-c2ccccc2)n1C,-12,7,0.2,-2,7,0,-14,-21,0.5,4,8
O=C(COC(=O)c1sc2ccccc2c1Cl)Nc1ncc(Cl)cc1Cl,31,-3,2.8,-21,-1,5,0,13,-2.7,3,9
CC(=O)c1cccc(NC(=O)c2cccc3c(-c4cccnc4)coc23)c1,-6,58*,0.5,-34,66*,·,21,0,-1.2,-62,·
N#Cc1cccc(Cn2cc(C(F)(F)F)ccc2=O)c1,5,-2,-0.1,7,-18,0,8,0,0.9,20,0
COCCN1C(=O)C(O)=C(C(=O)c2ccco2)C1c1cccc(Oc2ccccc2)c1 (stereo not given),-18,12,-0.1,12,26,23*,3,-8,2.3,5,-8
O=C(Nc1cccc(NC(=O)C2C3CC4OC(=O)C2C4C3)c1)c1ccccc1 (stereo not given),5,-7,0.1,8,7,0,-10,-4,0.2,16,0
COc1ccc(NS(=O)(=O)c2c(C(=O)N3CCCCCC3)c(C)n(C)c2C)cc1,2,-16,0.1,13,8,2,-23,-3,-0.7,-1,-3
CCC1NC(=O)c2cc3ccccc3cc2-n2c1nc1ccc(OC)cc1c2=O (stereo not given),-21,-5,-0.3,-26,8,·,-6,5,-1.2,8,·
C(=C\c1nc(N2CCCC2)c2ccccc2n1)/c1ccccc1,-10,-28,1.0,-87,103*,0,-1,-5,1.1,-78,2
O=C(NC1CCCCCC1)c1ccc([N+](=O)[O-])s1,-11,-7,2.8,16,-80,·,-6,-4,-0.3,60*,71*
Cc1cccc(C(=O)Oc2ccc(/C=N/NC(=O)c3cc(O)cc(O)c3)cc2)c1,-20,-5,0.1,-3,-15,·,12,8,-0.4,-26,-5

# 11 structures already listed, ordered by length of the SMILES, smallest number first:
SMILES,NR2E3 ag-1,TWEAK Fn14 block,aDG glyco up,CF NFkB inh,Peg3 prom inh,NR2E3 ag-2,Shn3 3UTR inh,KKLEB tox,iPSC survival up,HIF-2a block,TRPM1 prom inh
N#Cc1cccc(Cn2cc(C(F)(F)F)ccc2=O)c1,5,-2,-0.1,7,-18,0,8,0,0.9,20,0
O=C(NC1CCCCCC1)c1ccc([N+](=O)[O-])s1,-11,-7,2.8,16,-80,·,-6,-4,-0.3,60*,71*
C(=C\c1nc(N2CCCC2)c2ccccc2n1)/c1ccccc1,-10,-28,1.0,-87,103*,0,-1,-5,1.1,-78,2
O=C(COC(=O)c1sc2ccccc2c1Cl)Nc1ncc(Cl)cc1Cl,31,-3,2.8,-21,-1,5,0,13,-2.7,3,9
CN(Cc1ccccc1F)C(=O)c1ccc2c(=O)n3c(nc2c1)CCC3,2,-8,-0.1,-10,0,-4,-7,12,0.3,-13,6
CCC1NC(=O)c2cc3ccccc3cc2-n2c1nc1ccc(OC)cc1c2=O (stereo not given),-21,-5,-0.3,-26,8,·,-6,5,-1.2,8,·
O=C(Nc1cccc(NC(=O)C2C3CC4OC(=O)C2C4C3)c1)c1ccccc1 (stereo not given),5,-7,0.1,8,7,0,-10,-4,0.2,16,0
COCCN1C(=O)C(O)=C(C(=O)c2ccco2)C1c1cccc(Oc2ccccc2)c1 (stereo not given),-18,12,-0.1,12,26,23*,3,-8,2.3,5,-8
CC(C)(C)c1ccc(-c2nc3[nH]c(=O)cc(NC(=O)c4ccco4)n3n2)cc1,0,-35,-0.7,17,-280,-2,-42,-17,-0.7,-213,-42
COc1ccc2cc(-c3cc(C(=O)OCC(=O)NC4CCS(=O)(=O)C4)c4ccccc4n3)ccc2c1 (stereo not given),-130,0,0.1,-34,-143,3,-41,-22,-3.6,-141,-9
Cc1c(C(c2ccc([N+](=O)[O-])cc2)c2c(C)n(C)n(-c3ccccc3)c2=O)c(=O)n(-c2ccccc2)n1C,-12,7,0.2,-2,7,0,-14,-21,0.5,4,8

# Random draw from the library (roughly 4.4% active in at least one column).
